IDE cell inh – human IDE inhibitors in live cells, primary screen, fluorescence polarization, HEK cells, FAbetaB substrate; 320,000 tested, 0.41% active; Insulin-degrading enzyme (Homo sapiens), P14735; FAbetaB cleavage; AID 434962, 2010; inhibition, % at 5.59 µM;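 active = percent inhibition above the average of all tested compounds plus 3 SD, set per screening campaign, cut at about 16% in these data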;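 also: IDE supplied by intact live HEK cells; FP after avidin binding of uncleaved biotin substrate so inhibition keeps polarization high; 0% = DMSO wells and 100% = 60 µM reference IDE inhibitor Ii1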
PHOSPHO1 inh – PubChem AID 1565. recombinant PHOSPHO1, absorbance phosphatase assay. inhibition, % at 13.3 µM. 290,000 tested, 1.1% active; in the data active = inhibition above about 60%
Target sequence (Q8TCT1 whole entry, looked up): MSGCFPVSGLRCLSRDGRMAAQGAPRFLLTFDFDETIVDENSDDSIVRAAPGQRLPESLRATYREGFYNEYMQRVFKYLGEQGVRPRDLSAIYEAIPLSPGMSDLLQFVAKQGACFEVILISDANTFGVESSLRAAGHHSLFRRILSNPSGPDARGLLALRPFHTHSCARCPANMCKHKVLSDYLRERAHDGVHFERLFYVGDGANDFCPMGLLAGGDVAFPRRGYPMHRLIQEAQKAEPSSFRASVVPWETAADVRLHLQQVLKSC
CRFR2-BP ag – agonists of CRF-BP/CRF-R2 complex, primary screen, cell-based, HEK293, calcium dye fluorescence, uHTS. CRF-binding protein / CRF receptor 2 complex (human). calcium dye fluorescence (FLIPR); percent of saturating CRF peptide response. activation, % at 13.2 µM. 350,000 tested, 0.46% active. AID 588473, 2011;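 active = activation of at least 50%, plus an integration ratio under a set limit after plate pattern correction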;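 also: plate controls were neutral control wells without compound for no effect and CRF at EC100 for full effect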
IDE act – human IDE activators in live cells, primary screen, fluorescence polarization, HEK cells, FAbeta-B substrate | FAbeta-B cleavage; 0% vehicle, 100% cell-free pure enzyme wells | activation, % at 5.96 µM | 340,000 tested, 0.073% active | AID 493087, 2011;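 active = activation above the mean of all tested compounds plus 3 SD, set per screening campaign, cut at about 17% in these data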
pCIP destab – p/CIP-EGFP fusion destabilizers, primary screen, fluorescence, F442A cells; decrease of EGFP signal, % at 10 µM; 290,000 tested, 0.01% active; 16 h;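 active = EGFP signal decrease of at least 30% at 10 µM or well 3 SD below plate mean, unless failing retest; inactive = the rest, including hits failing retest or dose response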; also: some compounds called inactive have numbers as strong as hits; many of its hits are not listed in these tables
GalR3 antagonist – GalR3 antagonists in HEK293 cells, primary screen, cell-based, fluorescence readout. Galanin receptor type 3 (Homo sapiens), O60755. HEK293 GalR3-CNG cAMP membrane potential fluorescence; galR3 body fused to GalR1 C-terminus. inhibition, % at 3 µM. 360,000 tested, 0.44% active. AID 651719, 2012;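 active = inhibition above the screen-wide average plus 3 SD, cut at about 13% in these data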;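 also: forskolin and galanin both at EC90 stimulate the cells; cAMP rise reported by CNG channel membrane potential dye signal; 0% = forskolin plus galanin with DMSO and 100% = forskolin alone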
Target sequence (O60755 1-299 limits assumed): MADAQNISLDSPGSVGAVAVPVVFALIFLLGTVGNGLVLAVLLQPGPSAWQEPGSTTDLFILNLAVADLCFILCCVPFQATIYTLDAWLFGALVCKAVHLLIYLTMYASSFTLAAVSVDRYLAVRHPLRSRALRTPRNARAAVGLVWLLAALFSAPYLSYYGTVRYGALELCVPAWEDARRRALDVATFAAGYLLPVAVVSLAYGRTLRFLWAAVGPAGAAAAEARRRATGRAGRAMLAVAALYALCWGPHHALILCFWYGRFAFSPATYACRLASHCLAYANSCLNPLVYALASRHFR
MEKK3 PB1 HTS – modulators of MEKK3-MEK5 PB1 binding, primary screen, biochemical, wildtype MEKK3, multiplex bead flow cytometry, Alexa488-MEK5 | Mitogen-activated protein kinase kinase kinase 3 (Homo sapiens), Q99759 | bead-based flow cytometry, Alexa488-MEK5 binding to MEKK3; actives lie on both sides; 0 = blocked by unlabeled MEK5, 100 = vehicle | binding response (% of control), % at 10 µM | 290,000 tested, 1.4% active | AID 1529, 2009;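 active = binding response more than 3 SD above or below the average of its plate-row segment, actives on both sides; inconclusive = wells at one plate position flagged as instrument error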;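 also: Alexa488 bead fluorescence after subtracting the streptavidin-only scavenger bead signal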
CRFBP-R2 block – antagonists of CRF-BP/CRF-R2 complex, primary screen, cell-based, HEK293, calcium dye fluorescence, uHTS; CRF-induced calcium fluorescence; inhibition, % at 11.8 µM; 350,000 tested, 0.59% active; AID 588475, 2011;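 active = inhibition of the ligand-induced calcium signal above about 50% at the single tested concentration, limit read from the data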
CHRM4 PAM – human M4 muscarinic receptor positive allosteric modulators, primary screen, CHO-K1 cells, Fluo-8 calcium fluorescence; CHO-K1 hM4/Gqi5, ACh EC20; 0% = ACh EC20, 100% = maximal ACh; activation, % at 3 µM; 360,000 tested, 0.4% active; AID 624126, 2012;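 active = activation above its plate's cutoff, the mean activation of sample wells plus 3 SD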; also: some results filed as inactive read as strong as hits
Target sequence (P08173 whole entry, looked up): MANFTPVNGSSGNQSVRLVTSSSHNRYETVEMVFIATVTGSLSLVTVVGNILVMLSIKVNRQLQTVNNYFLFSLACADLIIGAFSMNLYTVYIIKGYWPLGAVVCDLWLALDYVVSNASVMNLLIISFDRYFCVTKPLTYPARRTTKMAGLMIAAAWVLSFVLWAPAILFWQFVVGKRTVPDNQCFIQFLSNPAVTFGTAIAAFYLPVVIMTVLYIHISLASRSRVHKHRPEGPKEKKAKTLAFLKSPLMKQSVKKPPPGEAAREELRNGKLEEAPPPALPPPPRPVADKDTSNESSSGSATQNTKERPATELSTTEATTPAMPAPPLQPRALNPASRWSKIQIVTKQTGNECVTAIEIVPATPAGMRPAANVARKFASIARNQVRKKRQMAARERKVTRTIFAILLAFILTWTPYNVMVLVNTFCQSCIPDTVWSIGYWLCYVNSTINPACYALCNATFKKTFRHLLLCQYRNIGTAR
The depositor's hits bear a star; ? = inconclusive; . = no result given. Rows are unselected; overall some 4.2% were active at least once.

CHRM4 PAM	IDE act	CRFBP-R2 block	pCIP destab	CRFR2-BP ag	MEKK3 PB1 HTS	PHOSPHO1 inh	SMILES	IDE cell inh	GalR3 antagonist
3	2	-9	-4	2.0	104	-4	Cc1nnc(SCC(=O)N2CCOCC2)c2ccccc12	8	-6
-2	-2	-7	-8	1.6	103	34	O=[N+]([O-])c1ccc(O)c(/C=N/n2c(CO)nc3ccccc32)c1	-6	-5
1	2	-6	.	10.0	.	.	O=c1[nH]c(=O)c2nc3ccccc3nc2[nH]1	0	-2
-5	2	-13	7	3.8	99	4	C/C(CC(=O)NC(C)(C)C)=N\NC(=O)c1ccccc1N	7	-5
7	-6	-22	3	-0.1	78	-3	COc1cc(C2C3=C(CCCC3=O)Nc3[nH]n(-c4ccccc4)c(=O)c32)cc(OC)c1OC (configuration not stated)	4	-4
-5	5	3	-2	0.3	97	15	O=C(CSc1nnc(-c2ccncc2)n1C1CCCCC1)Nc1cccc(O)c1	1	-4
2	0	-1	-16	-1.1	92	6	COC(=O)c1cc(-c2ccccc2)n[nH]1	-2	-4
0	-6	5	-2	-3.1	107	-46	Cc1ccc(-n2c(-c3ccc(Cl)cc3)n[nH]c2=S)cc1	.	-12
-4	-1	6	2	-0.2	99	24	CC(C)Oc1ccc(C2CC(=O)N(C)C2=O)cc1 (configuration not stated)	6	3
-1	-2	-5	3	-1.3	103	26	COc1ccc(CN(C(=O)c2cc(=O)c3ccccc3o2)C2CCS(=O)(=O)C2)cc1OC (configuration not stated)	1	6
5	9	5	11	-1.7	105	10	Cc1cc(C(F)(F)F)nn1CC(=O)N1CCOCC1	1	-1
-12	5	-34	14	-2.1	96	-7	Cc1cc(C)cc(OCC(O)CN2CCN(Cc3ccc4c(c3)OCO4)CC2)c1 (configuration not stated)	-4	-5
-3	-1	2	-24	-3.5	102	24	S=c1sc2c(N3CCOCC3)ncnc2n1-c1ccccc1	1	4
-1	-2	-1	-4	2.2	103	28	O=C(O)c1c2c(nc3ccccc13)/C(=C/c1ccc(O)cc1)CC2	-6	1
-1	3	-16	.	5.1	.	.	COC(=O)C1CC2=C(CCCC2=O)NC1=O (configuration not stated)	.	-4
8	1	-3	.	-1.2	.	.	CC(Oc1cccnc1[N+](=O)[O-])C(=O)N1CCc2ccccc21 (configuration not stated)	4	-5
5	2	6	5	0.1	103	13	COc1ccc(C(=O)Nc2sc3c(c2C(=O)NCc2ccco2)CCCC3)cc1OC	3	-1
7	-1	8	-6	4.1	106	37	CC(=O)C1C(c2cccc(F)c2)c2c(n[nH]c2C)CC1(C)O (configuration not stated)	4	-2
4	5	8	1	5.5	100	.	O=S(=O)(c1cccs1)N1CCN(CCc2ccccc2)CC1	-1	-2
-1	4	6	6	2.6	103	-7	CCc1ccccc1NC(=O)c1ccc2snnc2c1	2	2
-19	-1	3	-4	-0.5	106	-14	COc1ccc(CN2CCOCCOCCN(Cc3ccc(OC)cc3)CCOCCOCC2)cc1	0	-6
2	2	-1	-4	0.0	102	-4	COC(=O)c1ccc(C)c(NC(=O)c2ccc(Cn3cc([N+](=O)[O-])cn3)o2)c1	3	1
2	-2	3	0	0.0	100	1	OCCNc1ccc(Cl)cc1	3	2
2	7	-7	.	-2.3	.	.	O=C1c2cccc(NCCNCCO)c2C(=O)c2cccc(NCCNCCO)c21	.	-2
0	0	-8	5	-1.0	107	10	Cc1cccc(OCC(=O)Nc2sc3c(c2C#N)CCC3)c1	6	10
4	3	10	9	-0.5	98	-7	CCSc1ccccc1C(=O)N1CCN(Cc2ccc3c(c2)OCO3)CC1	0	-8
2	.	0	7	-1.1	101	46	COC(=O)c1ccc(/C=N/N2CCN(Cc3ccc(Cl)cc3)CC2)cc1	3	-5
15	64*	7	.	-1.6	101	.	O=C(O)CCCC[C@@H]1SC[C@@H]2NC(=O)N[C@@H]21	-29	-2
-9	2	8	-10	-2.4	109	-10	O=C(COC(=O)/C=C/c1cccc([N+](=O)[O-])c1)NCc1ccco1	6	2
1	4	3	15	-0.4	96	24	COc1cc(C2/C(=C(\O)c3ccc4c(c3)OCCO4)C(=O)C(=O)N2Cc2ccccc2)ccc1O (configuration not stated)	-5	-3
-2	-2	-7	.	0.1	.	.	CC1CCN(C(=O)c2ccc(S(=O)(=O)N3CCCC3)cc2)CC1	1	-6
3	3	48	-1	0.6	97	-29	CCOC(=O)N1CCN(CCC(=O)Nc2cc(OC)cc(OC)c2)CC1	7	-4
2	4	4	-2	0.9	101	6	O=C(CCc1nnc2ccc(NCc3ccccc3)nn12)NC1CCCCC1	4	-5
-17	-2	1	-9	-0.8	103	20	Cc1ccccc1C(=O)N1CCN(C(c2ccccc2)c2ccccc2)CC1	1	-6
10	-6	1	-14	1.0	95	-26	CCCc1ncc(C(O)c2cccc(OC)c2OC)n1C (configuration not stated)	4	0
1	0	-1	-4	-1.9	102	27	CC[C@@H](C)[C@H](NC(=O)CCc1c(C)c2cc3c4c(oc3c(C)c2oc1=O)CCCC4)C(=O)O	1	-9

Limited to CRFR2-BP ag and CHRM4 PAM, for 4 of the compounds above:
Structure	CRFR2-BP ag	CHRM4 PAM
O=C(CSc1nnc(-c2ccncc2)n1C1CCCCC1)Nc1cccc(O)c1	0.3	-5
CC(C)Oc1ccc(C2CC(=O)N(C)C2=O)cc1 (configuration not stated)	-0.2	-4
Cc1nnc(SCC(=O)N2CCOCC2)c2ccccc12	2.0	3
CC(=O)C1C(c2cccc(F)c2)c2c(n[nH]c2C)CC1(C)O (configuration not stated)	4.1	7

New compounds follow.
CHRM4 PAM	IDE act	CRFBP-R2 block	pCIP destab	CRFR2-BP ag	MEKK3 PB1 HTS	PHOSPHO1 inh	SMILES	IDE cell inh	GalR3 antagonist
-4	2	-5	3	0.0	95	1	COc1ccc(C=C(C(C)=O)C(C)=O)cc1OC	9	-1
4	5	-1	2	-1.2	104	4	CC(C)CC(CCc1ccccc1)OS(N)(=O)=O (configuration not stated)	-4	-8
-7	5	5	-6	-0.2	98	19	c1ccc2c(OCCCCN3CCOCC3)cccc2c1	-2	-4
1	7	15	9	-0.8	103	-7	COc1nccnc1NS(=O)(=O)c1ccc(NC(=S)NC(=O)/C=C/c2ccccc2)cc1	2	6
-7	-1	-19	3	1.6	101	-9	CCCCOc1ccc(C(=O)Nc2ccc(SC(F)F)cc2)cc1OC	-1	-3
-1	-1	14	.	-1.3	.	.	Cc1cc(C)c(NC(=O)C2CCCO2)c(C)c1 (configuration not stated)	1	-3
2	7	-18	-14	31	100	-17	COc1ccc(C2=C/C(=C\c3cccc(OC(C)=O)c3)C(=O)O2)cc1	1	-2
0	0	-1	-10	-0.1	103	.	COc1cccc(CN2CCN(CCCc3ccccc3)C(CCO)C2)c1OC (configuration not stated)	1	-6
0	2	6	4	1.4	102	-2	Cc1cc(Cl)ccc1NC(=S)NCc1ccco1	2	-6
-1	1	13	.	-4.1	.	.	O=C(CC(=O)c1ccccc1)c1ccccc1	.	-5
2	5	-14	.	6.9	.	.	O=[N+]([O-])c1ccc2c(c1)C(=Nc1ccccc1)c1ccccc1-2	.	-4
8	8	9	1	-0.4	95	-23	CN(C)N1C(N)=C(C#N)C(c2cccs2)C2=C1CCCC2=O (configuration not stated)	0	-4
-2	-2	28	-11	-0.9	108	14	O=C1C2(CCC13COC(c1ccc(O)cc1)OC3)COC(c1ccc(O)cc1)OC2 (configuration not stated)	1	-5
5	-1	-7	-4	-2.3	85	0	O=C(Nc1ccncc1)c1cncc(Br)c1	7	8
-20	5	-25	-2	5.9	102	-3	COC(=O)c1sc2ccccc2c1NC(=O)c1ccc(S(=O)(=O)N2CCCCC2C)cc1 (configuration not stated)	-6	0
4	-2	3	.	1.9	.	.	COc1cc(=O)n(C)c2c(OCC(O)C(C)(C)O)cccc12 (configuration not stated)	3	-4
0	0	7	-3	-1.6	101	20	O=C(CCN1C(=O)c2ccccc2C1=O)OCN1C(=O)c2ccccc2C1=O	2	3
17	2	2	-4	6.7	.	40	Cc1ccc2cc(C#N)c(SCC(=O)N3CCCc4ccccc43)nc2c1C	-3	9
20	5	-31	-4	-1.2	97	14	CCOc1ccccc1NC(=O)c1ccc(OCC)c([N+](=O)[O-])c1	0	-2
4	8	-24	-6	2.0	108	14	COc1ccc(/C=N/NC(=O)c2nc(-c3ccccc3)n(-c3ccccc3)n2)c(O)c1	2	-2
-10	7	4	-10	-1.0	80	28	CCCc1c(C(=O)Nc2ccc(N3CCOCC3)cc2)cnn1-c1ccccc1	-1	1
-2	5	17	6	-0.4	104	6	CCCC(=O)c1ccc2c(c1)OCCO2	-4	-7
-14	-1	-18	-8	1.8	97	11	O=c1cc(CNc2ccc(Br)cc2)nc2sccn12	4	0
4	7	-2	-10	1.1	101	46	CCCCN1C(=O)C(NC(=O)c2cccnc2)(C(F)(F)F)C2=C1CC(C)(C)CC2=O (configuration not stated)	-3	-2
-4	-2	-11	-8	-2.3	100	-12	CN(C)N1C(N)=C(C#N)C(c2cccc3ccccc23)C2=C1CC(c1ccccc1)CC2=O (configuration not stated)	9	-5
-3	9	-5	-17	-1.1	?	13	COc1cc(S(=O)(=O)NCCCN2CCOCC2)ccc1Cl	5	1
-1	2	-4	4	-2.5	97	8	Cc1ccccc1COCCN1CCN(S(=O)(=O)c2ccccc2)CCC1=O	-3	-4
-4	-2	-21	-16	0.3	94	5	COc1ccc(S(=O)(=O)N2CCN(c3ccc4nnc(-c5ccc(F)cc5)n4n3)CC2)cc1	3	2
13	5	-3	.	-1.0	.	.	CCO[C@H]1c2c(ccc3ccc(=O)oc23)OC(C)(C)[C@H]1O	0	-1
2	4	-4	-4	1.1	100	18	CC(=O)NC12CC3CC(C1)CC(C(=O)OCC(=O)Nc1ncc(Cl)c(C)c1Cl)(C3)C2	5	-5
2	4	-27	-6	2.8	103	13	CCN(CC)S(=O)(=O)c1ccc(NC2c3ccccc3C(=O)N2c2ccc(C)cn2)cc1 (configuration not stated)	2	.
2	5	0	-8	1.0	100	8	CC(C)(C)SCCNC(=O)CN(c1ccc(F)cc1)S(C)(=O)=O	-5	-5
1	1	2	-8	1.1	91	37	O=C(c1ccccc1)c1c[nH]c(C(=O)NCCCN2CCOCC2)c1	5	-5
3	3	-4	0	0.9	103	39	C/C(=N\NC(=O)Cc1ccccc1)c1ccc(Br)s1	0	-6
2	3	18	-3	-0.2	97	-5	CC/S(C)=N/S(=O)(=O)c1ccc(C)cc1 (configuration not stated)	-1	-2
-1	8	20	-15	-0.3	104	7	CSc1nc(C)c(C(=O)Nc2ccccc2)c(C)c1C#N	-6	-4

Source: PubChem BioAssay
